Source: PubChem (Sanford-Burnham Center for Chemical Genomics)
TAG inh: inhibitors of triacylglycerol accumulation, primary screen, cell-based, uHTS, fluorescence, H9c2. inhibition, % at 12.5 µM. 230,000 compounds, 0.66% hits. AID 651582, 2012. H9c2 cells, Nile Red lipid (TAG) fluorescence; cells loaded with 200 µM oleic acid;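 active means pattern-corrected inhibition of lipid staining of at least 50% with the nuclear-stain viability signal not falling by more than 50%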;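 further: 0% = DMSO wells and 100% = triacsin C control wells; some results filed as inactive read as strong as hits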
TAG inh DAPI viability: also measured in TAG inh; calls as there; DAPI nuclei signal change (viability), lower = more cytotoxic, %;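 whole-well DAPI fluorescence read on a plate reader as a viability signal; minus 50 percent equals half of cells still viable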
Starred values were filed as active, the others as inactive. Not all compounds are listed (hit frequency here may not be typical).

SMILES | TAG inh | TAG inh DAPI viability
O=[N+]([O-])c1ccc2nc(-c3ccccn3)[nH]c2c1 | 101 | -63
CCCCN1C(=O)C(CC(=O)NCc2cccs2)CC(C(=O)N2CCOCC2)=C1C (configuration not stated) | 10 | -7
CCCCNC(=O)C1(C)CCCCN1C(=O)c1cc(C#N)cs1 (configuration not stated) | 13 | 12
CCCCCCCN1N=C(C)C(C(=O)c2ccccc2)C1=O (configuration not stated) | -7 | 8
Cc1cccc2cc(CNCc3ccccc3)c(Cl)nc12 | -5 | 8
O=C(Nc1nc2c(F)cccc2s1)c1ccco1 | -3 | -5
Fc1ccccc1-n1c(-c2ccc3ccccc3n2)n[nH]c1=S | -36 | 2
O=C(c1cccc(Cl)c1)N1CCC(c2nc3ccccc3[nH]2)CC1 | 6 | -10
CCN(CC(=O)Nc1c(F)cccc1F)C(=O)Cc1ccc2c(c1)CCC2 | 35 | -7
CNC(=O)C(=O)NCC1CCCN1S(=O)(=O)c1cccs1 (configuration not stated) | 3 | -3
O=C(Nc1nc(-c2cc3ccccc3oc2=O)cs1)c1ccco1 | 5 | -6
Cc1ccc(NC(=S)N(Cc2cccc(Br)c2)CC2CCC(C(=O)O)CC2)cc1Cl (configuration not stated) | -2 | -9
CCOc1cc(C(=O)NCC(=O)N/N=C/c2sccc2C)cc(OCC)c1OCC | 7 | 3
O=c1oc2ccccc2cc1-c1cn2cccnc2n1 | -7 | 7
CN(C(=O)c1coc(=O)c2ccccc12)c1ccc(Br)cc1 | 19 | -3
COC(=O)c1sccc1OC(C)C(C)=O (configuration not stated) | 1 | -15
O=C(N/N=C/c1ccc(Br)s1)c1ccc([N+](=O)[O-])cc1 | 38 | -15
O=C(NCc1ccco1)Nc1nnc([C@H]2C[C@H](O)[C@@H](CO)O2)s1 | -2 | -5
O=C(COC(=O)c1cccc(F)c1)NC(=O)NC1CCCC1 | 9 | -1
CCOC(=O)N1CCN(S(=O)(=O)c2cccc3nonc23)CC1 | 6 | 0
O=C(Nc1cccc(C(F)(F)F)c1)C1CC(=O)N(CCc2ccccc2)C1 (configuration not stated) | -3 | -3
Cc1ccc(CC(=O)NCCS(=O)c2ccc(Cl)cc2)cc1 (configuration not stated) | -17 | -12
Cc1nc(-c2cccc(NC(=O)c3ccc(Br)o3)c2)cs1 | 2 | 7
C[C@H](NC(=O)c1[nH]cnc1C(=O)Nc1ccccc1F)c1ccccc1 | 1 | 5
O=C1Nc2ccc(C(=O)O)c(O)c2C1=O | 8 | 1
COc1ccc(C(=O)C2CCCN(C(=O)Cn3ccc(C)n3)C2)cc1OC (configuration not stated) | -3 | 1
Cc1cc(CC(C)C)n(-c2nc3ccccc3c(=O)n2OCC(=O)N(C)C)n1 | -21 | 7
COC(=O)C1=C(C)NC(C)=C(C(=O)OC)C1c1ccc(OC(=O)c2ccco2)cc1 | 15 | -10
CC(C)(C)C(=O)Nc1cc(S(=O)(=O)N2CCCCC2)ccc1N1CCCCC1 | -17 | 12
C=CCOc1ccc(/C=C2\SC(=S)N(CCC(=O)O)C2=O)cc1 | 3 | 3
O=C(NCCSc1ccccn1)c1ccc(Cl)cc1 | -12 | 10
Cn1c(N)c(C(=O)COC(=O)C2=NNC(=O)CC2)c(=O)n(C)c1=O | -2 | 2
Cc1[nH]c2ccccc2c1SCc1ccccc1 | -7 | -7
Cc1nc2ncnn2c(C)c1CCC(=O)N1CCc2ccccc2C1 | 10 | -5
Cc1nc(N2CCN(C)CC2)c2cc(-c3ccccc3)sc2n1 | 11 | 12
Nc1nc2nc(-c3ccccc3)cc(=O)n2[nH]1 | 8 | 5
CCN(c1ccccc1)S(=O)(=O)c1cc(C(=O)OCC(=O)c2c(N)n(C)c(=O)n(C)c2=O)ccc1C | 21 | 5
COc1cc(/C=C2/NC(=O)N(Cc3ccccc3F)C2=O)ccc1Oc1ccc([N+](=O)[O-])cn1 | 11 | -6
COc1ccc(C(CNC(=O)COc2ccccc2)N2CCOCC2)cc1 (configuration not stated) | 22 | -9
CCCc1nn(-c2cc(Cl)ccc2OC)c2c1C(=O)CCC2 | -14 | 2
Cc1cc(C(=O)NNC(=O)c2ccc(Cl)c(S(N)(=O)=O)c2)c(C)o1 | -1 | -3
NC(N)=NN=C1CCCCCCCCCCC1 | -14 | 16
O=C(NCCNc1ccc([N+](=O)[O-])cc1)c1ccco1 | -44 | -4
Cc1ccc(C)c(NC(=O)CN(C)C(=O)Cc2coc3cc(C)c(C)cc23)c1 | 9 | 0
O=C(NC(CO)c1ccccc1)c1ccco1 (configuration not stated) | -14 | -2
Cc1ccc(C)c(NC(=O)CN(C)C(=O)c2ccc(-c3cccc(C(F)(F)F)c3)o2)c1 | -14 | 2
CCCCN(Cc1ccccc1)S(=O)(=O)c1ccc2c(c1)n(C)c(=O)c(=O)n2C | -13 | 2
O=C(c1cc(C2CCCCN2S(=O)(=O)c2ccc(F)cc2F)on1)N1CCOCC1 (configuration not stated) | -7 | 15
CC(C)(C)NC(=O)NC(=O)COC(=O)C1(C)CC1(Cl)Cl (configuration not stated) | 0 | 1
O=C(N/N=C\c1cn(-c2ccccc2)nc1-c1ccccc1)c1ccc(Br)o1 | 48 | -19

More results
SMILES | TAG inh | TAG inh DAPI viability
CCC1(C2=CCCCC2)C(=O)NC(=S)N=C1N (configuration not stated) | 3 | -2
CC1CCN(C(=O)CNC(=O)Cc2ccccc2)CC1 | -4 | 0
CC(C)(C)c1ccccc1OCCCCN1CCCC1 | -1 | 14
CC1C(C)C(O)(c2ccccc2)CCN1C (configuration not stated) | 10 | 18
CC(NC(=O)CN(Cc1ccccc1)S(=O)(=O)c1ccccc1)c1cccnc1 (configuration not stated) | 13 | -7
Cc1ccccc1NC(=O)c1c(C)cc(=O)oc1C | -3 | 138
O=C(N/N=C/c1cccnc1)c1ccccc1OCc1ccc(Br)cc1 | 6 | 74
CCOCc1nnc(NC(=O)c2cc(Cl)ccc2OC)s1 | 7 | 3
CC(=C/c1ccccc1)/C=N/n1c(C)n[nH]c1=S | 5 | -3
CCOC(=O)CNC(=O)N1CCC(CCOc2ccccc2)(C(=O)OCC)CC1 | -6 | -4
CS(=O)(=O)c1ccc(NC(=O)CN2C(=O)C3CCCCC3C2=O)cc1 (configuration not stated) | -5 | 3
O=S1(=O)c2ccccc2OC(COCc2ccccc2)CN1Cc1ccccc1 (configuration not stated) | -7 | 9
C[C@@H]1C(=O)O[C@H]2[C@H]1CC[C@@]1(C)C(=O)C=C[C@@](C)(O)[C@H]21 | -1 | 7
Cn1c(=O)c2c(nc(NC3CCCCC3)n2CC(O)COc2ccccc2)n(C)c1=O (configuration not stated) | 3 | 6
C[C@H](CO)N1C[C@H](C)[C@@H](CN(C)Cc2ccc(Oc3ccccc3)cc2)Oc2ccc(NC(=O)Cn3cnnn3)cc2C1=O | 15 | -3
Nc1nc(SCC(=O)Nc2ccc([N+](=O)[O-])cc2Br)n[nH]1 | -20 | 7
Cc1cccc(NC(=O)C2CC(=O)n3cnnc3S2)c1 (configuration not stated) | 11 | -8
O=C(C1CCCN(S(=O)(=O)c2ccc(F)cc2)C1)N(Cc1cccs1)C1CC1 (configuration not stated) | 0 | -16
O=C(NC(=S)Nc1ccccc1N1CCN(C(=O)c2ccccc2)CC1)c1cccs1 | 8 | 2
CC(=O)c1cccc(NC(=O)NCc2cccs2)c1 | -6 | -15
COc1ccc(CCNC(=O)N2CCOCC2)cc1 | -4 | 8
OCCOCCn1c(CCNc2nc(-c3ccc(F)cc3)cs2)nc2cc(C(F)(F)F)ccc21 | -13 | 4
Cc1oc(C)c2c(=O)ccc3c(c12)OC(N)=C(C#N)C3c1ccccc1Cl (configuration not stated) | -6 | 2
C=CCn1c2ccccc2c2nnc(SCN3C(=O)c4ccccc4C3=O)nc21 | 7 | -8
COc1cccc(NC(=O)c2ccc3nc(C)c(N(C)Cc4ccc(NC(C)=O)cc4)n3c2)c1 | 14 | 7
C[C@@H]1C[C@H]2[C@@H]3CCC4=CC(=O)C=C[C@]4(C)[C@@]3(F)[C@@H](O)C[C@]2(C)[C@@]1(O)C(=O)CO | 39 | 8
COc1ccc(NC(=O)C2CCN(S(=O)(=O)c3cccs3)CC2)cc1OC | 1 | -3
O=c1c2c(nc3n1CCCCC3)sc1c(O)cccc12 | -4 | 7
O=[N+]([O-])c1ccc(N/N=C/c2cccc(O)c2O)c(S(=O)(=O)N2CCOCC2)c1 | 33 | -16
C/C(CC(C)C)=N\Oc1nc(C)cc(C)n1 | -4 | -2
Cc1nnc(SCC(=O)N2CCCC2)n(N)c1=O | 7 | -5
CCOC(=O)N1CCN(CC(O)c2ccc3cc[nH]c3c2)CC1 (configuration not stated) | 13 | -11
COC(=O)c1c(C(=O)OC)c2cc(C)ccn2c1Cl | -13 | 10
CCCCC1=CC2=CC(=O)C(C)(OC(=O)CC)C(=O)C2=CN1Cc1ccccc1 (configuration not stated) | 10 | -5
CN(C)S(=O)(=O)c1ccc(NC(=S)NC(=O)Cc2ccccc2)cc1 | 13 | 18
Cc1nn(CC(=O)N(C)C)c(C)c1S(=O)(=O)N1CCOCC1 | -9 | 0
CCOC(=O)/C=C/c1ccccc1S(=O)(=O)NC(C)(C)C | 7 | -7
COC(=O)N/N=C/c1cn(CCOc2ccccc2)c2ccccc12 | -6 | 1
O=C(N/C(=C/c1ccc([N+](=O)[O-])cc1)C(=O)N1CCOCC1)c1ccco1 | 15 | -3
COCCOC(=O)C1=C(C)N=C2SCCC(=O)N2C1/C=C/c1ccccc1 (configuration not stated) | 15 | 9
Cc1cc2nc(C)c3c(n2n1)CCC3 | -2 | -1
NC1=NC(=O)/C(=C/c2ccccc2OCC(=O)Nc2ccc(F)cc2)S1 | 0 | 9
COc1ccc(C(=O)Nc2ccc3c(c2)OCCO3)c(OC)c1 | 14 | 6
COc1ccc2c(c1OC)C(=O)N(c1ccc(O)cc1)C2=O | 8 | -5
C[C@@H]1ON(C)[C@H]2C[C@H]3c4cc(-c5cccc(F)c5)ccc4CCN3C(=O)[C@@H]12 | -15 | -5
O=Cc1ccc(OCc2cccc(C(F)(F)F)c2)cc1O | -3 | 8
CCOc1ccc(C(=O)NC(=S)NCc2cccnc2)cc1[N+](=O)[O-] | -3 | 7
CC(NC(=O)CC1Nc2ccccc2NC1=O)c1ccccc1 (configuration not stated) | 4 | 10
Cn1cc(/C=N\O)nc2c(=O)n(-c3ccccc3)c(=O)nc1-2 | 10 | -1
Cc1ccnc(NC(=O)c2ccc3c(c2)S(=O)(=O)c2ccccc2C3=O)c1 | -18 | 1

(next part)
SMILES | TAG inh | TAG inh DAPI viability
COCCOc1cc(-n2ccnc2SC)c(Cl)cc1Cl | -6 | 4
COc1cc(/C=C/C(=O)OC(C)C(=O)c2ccccc2)cc(OC)c1OC (configuration not stated) | -6 | 1
O=C(CNC(=O)c1ccco1)OCc1ccc(Cl)cc1 | -9 | 2
CCC(C)(C)C(=O)Nc1cccc(Cl)c1C | 0 | 5
CCc1cc2c(=O)c(-c3nc4ccccc4[nH]3)coc2c(CN2CCCCC2C)c1O (configuration not stated) | -1 | 5
COc1ccc2c(c1)C(=O)CC(c1ccc(OC)c(OC)c1)O2 (configuration not stated) | -12 | 1
Cc1ccc(CCN2CC(C(=O)NCc3cccnc3)CC2=O)cc1 (configuration not stated) | -5 | -6
CCOC(=O)c1ccc(NC(=S)N2CCCC2)cc1 | 1 | 4
O=S(=O)(c1cccc2ccccc12)N1CCC2CC1c1cc(-c3ccc(F)cc3)ccc12 (configuration not stated) | -17 | 2
CC(C(=O)N1c2ccc(F)cc2CCC1C)N1C(=O)c2ccccc2C1=O (configuration not stated) | -1 | 11
COc1ccc(NC(=O)Cc2c(Cl)cccc2Cl)cn1 | 7 | 3
Cc1ccc(C)n1Cc1ccccc1Cl | -8 | -4
COc1ccc(-c2cc3c(=O)n(CC(=O)NCc4cccnc4)ncn3n2)cc1 | 4 | 9
CC(=O)Nc1ccccc1C(=O)N1CC2(C)CC1CC(C)(C)C2 (configuration not stated) | -19 | 3

Structural class, those above containing a furan ring, fused or not.
SMILES | TAG inh | TAG inh DAPI viability
O=C(Nc1nc2c(F)cccc2s1)c1ccco1 | -3 | -5
O=C(Nc1nc(-c2cc3ccccc3oc2=O)cs1)c1ccco1 | 5 | -6
O=C(NCc1ccco1)Nc1nnc([C@H]2C[C@H](O)[C@@H](CO)O2)s1 | -2 | -5
Cc1nc(-c2cccc(NC(=O)c3ccc(Br)o3)c2)cs1 | 2 | 7
COC(=O)C1=C(C)NC(C)=C(C(=O)OC)C1c1ccc(OC(=O)c2ccco2)cc1 | 15 | -10
Cc1cc(C(=O)NNC(=O)c2ccc(Cl)c(S(N)(=O)=O)c2)c(C)o1 | -1 | -3
O=C(NCCNc1ccc([N+](=O)[O-])cc1)c1ccco1 | -44 | -4
Cc1ccc(C)c(NC(=O)CN(C)C(=O)Cc2coc3cc(C)c(C)cc23)c1 | 9 | 0
O=C(NC(CO)c1ccccc1)c1ccco1 (configuration not stated) | -14 | -2
Cc1ccc(C)c(NC(=O)CN(C)C(=O)c2ccc(-c3cccc(C(F)(F)F)c3)o2)c1 | -14 | 2
O=C(N/N=C\c1cn(-c2ccccc2)nc1-c1ccccc1)c1ccc(Br)o1 | 48 | -19
Cc1oc(C)c2c(=O)ccc3c(c12)OC(N)=C(C#N)C3c1ccccc1Cl (configuration not stated) | -6 | 2
O=C(N/C(=C/c1ccc([N+](=O)[O-])cc1)C(=O)N1CCOCC1)c1ccco1 | 15 | -3
O=C(CNC(=O)c1ccco1)OCc1ccc(Cl)cc1 | -9 | 2

Filtered by structure: the compounds so far containing a cyano group
SMILES | TAG inh | TAG inh DAPI viability
CCCCNC(=O)C1(C)CCCCN1C(=O)c1cc(C#N)cs1 (configuration not stated) | 13 | 12
Cc1oc(C)c2c(=O)ccc3c(c12)OC(N)=C(C#N)C3c1ccccc1Cl (configuration not stated) | -6 | 2
